High-throughput results from PubChem BioAssay.
H9c2 TAG inh – reduces triacylglycerol accumulation in H9c2 cells. AID 651582. inhibition, % at 12.5 µM. Nile Red lipid (TAG) fluorescence; cells loaded with 200 µM oleic acid. 0.66% of 230,000 active;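 active means pattern-corrected inhibition of lipid staining of at least 50% with the nuclear-stain viability signal not falling by more than 50%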;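 further: 0% = DMSO wells and 100% = triacsin C control wells; some results filed as inactive read as strong as hits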
H9c2 TAG inh DAPI viability – further read-out of H9c2 TAG inh, marked with its call; DAPI nuclei signal change (viability), lower = more cytotoxic, %;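 whole-well DAPI fluorescence read on a plate reader as a viability signal; minus 50 percent equals half of cells still viable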
* marks the source's active call; other numbers are inactive results. A portion of the library; rates above refer to the full screens.

The line under a structure holds: H9c2 TAG inh	H9c2 TAG inh DAPI viability
[1] CC(NC(=S)Nc1ccccc1C(F)(F)F)C1CC2CCC1C2 (stereo not drawn)
  -6.0	6.1
[2] COc1ccc(C(=O)/C=C/Nc2c(C)n(C)n(-c3ccccc3)c2=O)c(OC)c1
  14.0	0.6
[3] Cc1cccn2c(=O)c(C=O)c(N3CCC4(CC3)OCCO4)nc12
  6.5	-4.4
[4] Cc1cc(NC(=O)CSc2nccn2-c2ccc(F)cc2)no1
  -15.4	-2.8
[5] COc1ccc(/C=C2/CCOC2=O)cc1
  -2.7	5.1
[6] COc1cc(OC)cc(-c2noc([C@@H]3O[C@H](CO)[C@H](O)[C@H](O)[C@H]3O)n2)c1
  14.8	2.4
[7] Cc1ccc(CN2[C@@H]3c4ccccc4C[C@@H]3OCCS2(=O)=O)cc1
  -29.1	10.7
[8] O=C(Nc1nc(-c2ccc(Cl)cc2)cs1)C1CCCO1 (stereo not drawn)
  19.1	-0.4
[9] O=C1NCCN(C(=O)CCc2nnc(-c3ccsc3)o2)C1c1ccc(F)cc1 (stereo not drawn)
  4.0	6.1
[10] Cc1ccccc1Nc1nc(N)nc(CSc2nnc3ccccn23)n1
  -0.2	5.3
[11] O=C(NC1CCN(Cc2ccccc2)CC1)c1cc(Br)c(Br)[nH]1
  10.7	4.0
[12] O=C(c1ncn(Cc2ccccc2)c1C(=O)N1CCc2ccccc2C1)N1CCc2ccccc2C1
  -16.6	2.8
[13] C=CCOC(=O)C1=C(C)OC(N)=C(C#N)C1c1ccco1 (stereo not drawn)
  -3.9	11.1
[14] O=C(C1=C[C@@H](C2CCCCC2)C[C@@H](OCc2ccc(CO)cc2)O1)N1CCN(Cc2ccccc2)CC1
  2.9	-1.7
[15] CC(=O)c1ccc(NC(=O)CSc2nnc(-c3ccncc3)n2C2CC2)cc1
  -10.6	-2.1

The line under a structure holds: H9c2 TAG inh	H9c2 TAG inh DAPI viability
[16] Cc1ccc(S(=O)(=O)NC(=O)C2(C)CCN2C(=O)CC2CCCC2)nc1 (stereo not drawn)
  -5.5	7.9
[17] Cc1cc(O)ccc1C1(c2ccc(O)cc2C)OC(=O)c2ccccc21
  -9.0	1.5
[18] COCCCNC(=S)N1CCN(c2nc3ccccc3s2)CC1
  2.3	-0.9
[19] CC(C)(C)OC(=O)[C@H](Cc1ccccc1)NC(=O)c1nc[nH]c1C(=O)NCCCCCN
  -5.8	-38.0
[20] C[C@H](CO)N1C[C@H](C)[C@@H](CN(C)C(=O)Nc2ccc3c(c2)OCO3)Oc2c(NC(=O)C3CC3)cccc2C1=O
  0.8	-1.0
[21] COC(=O)C1=CN(c2ccc(Cl)cc2)C=C(C(=O)OC)C1c1ccc([N+](=O)[O-])cc1
  1.8	-1.3
[22] Cc1ccc2c(c1)/C(=N/O)CCS2
  -18.3	8.9
[23] O=C(/C=C/c1ccco1)N1CCN(C/C=C/c2ccccc2)CC1
  0.4	-2.6
[24] CC(=O)N1CCc2c(sc(NC(=O)Cc3ccccc3)c2C(N)=O)C1
  -4.3	2.7
[25] COc1ccc(NC2=NCCCCC2)cc1
  -3.5	3.0
[26] COc1ccc(CNC(=O)c2ccc3c(=O)n(CCCN4CCCC4=O)c(=S)[nH]c3c2)cc1
  2.5	-9.0
[27] O=C(NCC1CCCO1)c1ccc(COc2ccccc2)o1 (stereo not drawn)
  5.7	0.3
[28] CN(C)c1ccc(-c2nnn(CC(=O)Nc3ccc4c(c3)OCCO4)n2)cc1
  -8.3	3.2
[29] CCOC(=O)c1c(SCC(=O)Nc2nccs2)nc(C)c(C)c1C
  12.7	3.4
[30] Cc1nc2ccc(N)cc2s1
  -8.5	7.7

2 records picked at random from the list so far:
The line under a structure holds: H9c2 TAG inh	H9c2 TAG inh DAPI viability
[12] O=C(c1ncn(Cc2ccccc2)c1C(=O)N1CCc2ccccc2C1)N1CCc2ccccc2C1
  -16.6	2.8
[11] O=C(NC1CCN(Cc2ccccc2)CC1)c1cc(Br)c(Br)[nH]1
  10.7	4.0

Sorted by heavy-atom count (rising): seven of the compounds above
The line under a structure holds: H9c2 TAG inh	H9c2 TAG inh DAPI viability
[25] COc1ccc(NC2=NCCCCC2)cc1
  -3.5	3.0
[18] COCCCNC(=S)N1CCN(c2nc3ccccc3s2)CC1
  2.3	-0.9
[29] CCOC(=O)c1c(SCC(=O)Nc2nccs2)nc(C)c(C)c1C
  12.7	3.4
[24] CC(=O)N1CCc2c(sc(NC(=O)Cc3ccccc3)c2C(N)=O)C1
  -4.3	2.7
[17] Cc1cc(O)ccc1C1(c2ccc(O)cc2C)OC(=O)c2ccccc21
  -9.0	1.5
[28] CN(C)c1ccc(-c2nnn(CC(=O)Nc3ccc4c(c3)OCCO4)n2)cc1
  -8.3	3.2
[20] C[C@H](CO)N1C[C@H](C)[C@@H](CN(C)C(=O)Nc2ccc3c(c2)OCO3)Oc2c(NC(=O)C3CC3)cccc2C1=O
  0.8	-1.0

Remaining list, next part.
The line under a structure holds: H9c2 TAG inh	H9c2 TAG inh DAPI viability
[31] CC1(C)CC2(CCO1)OC(=O)CC2C(=O)NCCc1ccccc1 (stereo not drawn)
  15.5	-15.1
[32] O=C(C[C@H]1C[C@@H]2c3cc(NC(=O)Nc4ccccc4F)ccc3O[C@@H]2[C@H](CO)O1)NCc1ccccn1
  -10.6	1.8
[33] COc1ccc(S(=O)(=O)N2CCOCC2)cc1NC(=O)CC1CC2CCC1C2 (stereo not drawn)
  10.8	-7.0
[34] CCCCc1ccc(NC(=O)CSc2nnc(C)c(=O)n2N)cc1
  44.8	-6.9
[35] O=C(COC(=O)c1ccc(Cl)nc1)NCCc1ccc(Cl)cc1
  8.6	-0.5
[36] COc1ccc(O)c(C(=O)c2cc(C#N)c(=O)n(CC3CCCO3)c2)c1 (stereo not drawn)
  -14.0	11.2
[37] O=C(O)c1nccnc1C(=O)N1CCN(c2ccccc2)CC1
  -3.9	0.5
[38] COc1ccccc1CNC(=O)c1cc(-c2ccccc2C)n(CC2CC(c3cccc([N+](=O)[O-])c3)=NO2)n1 (stereo not drawn)
  -8.0	0.5
[39] CC1CCCCC1n1c(-c2cccnc2)n[nH]c1=S (stereo not drawn)
  6.7	-2.7
[40] COC(=O)Nc1ccc(S(=O)(=O)N2CCCC(C(=O)N3CCN(C)CC3)C2)cc1 (stereo not drawn)
  -13.6	5.4
[41] O=C(Nc1ccc(N2CCOCC2)cc1)c1ccc(Cl)cc1N1CCCC1=O
  -3.4	-1.6
[42] CCN1CCN(c2ccc(S(=O)(=O)N3CCCCC3)cc2NC(=O)c2ccc(C)o2)CC1
  4.2	-1.4
[43] CC(=O)Oc1ccccc1Cn1c(C)c(C(=O)NCc2cccc(Cl)c2)sc1=O
  29.6	-3.4
[44] COc1ccc(-c2ccc3sc4ccccc4c(=O)c3c2)cn1
  -11.6	17.3
[45] CCOc1ccc(CCN2C(=S)N([C@@H](CC(C)C)CN3CCCC3CN3C(=S)NC[C@@H]3CC(C)C)C[C@@H]2Cc2ccccc2)cc1 (stereo partly drawn)
  21.4	7.2

The line under a structure holds: H9c2 TAG inh	H9c2 TAG inh DAPI viability
[46] COC(=O)c1ccccc1NC(=O)c1cc(OC)cc(OC)c1
  2.1	0.8
[47] Cc1ccccc1NC(=O)c1ccc(Nc2c([N+](=O)[O-])cc([N+](=O)[O-])c3ccccc23)cc1
  4.5	-4.1
[48] Cc1ccc(S(=O)(=O)N2CCN(C(=O)c3ccc(-n4cncn4)c([N+](=O)[O-])c3)CC2)cc1C
  -17.3	3.0
[49] O=C(Cn1ncc2c(=O)oc3ccccc3c21)N1CCN(C(=O)c2ccco2)CC1
  -18.0	2.9
[50] O=C(CSc1c[nH]c2ccccc12)N1CCCc2ccccc21
  -3.9	-2.2
[51] Cc1ccc(S(=O)(=O)N(C)C)cc1NC(=S)NCc1ccco1
  -24.3	2.7
[52] COc1cc(/C=C2\COC/C(=C\c3cc(OC)c(OC)c(OC)c3)C2=O)cc(OC)c1OC
  79.2	-63.3
[53] CSc1nnc(C)c(/C=C/Nc2ccc(C)cc2)n1
  -9.0	-3.1
[54] COc1ccc(-n2c(C)nc3cc(C(=O)N4CCOCC4)ccc32)cc1
  -0.3	7.2
[55] COC(=O)CCC(=O)OC1(C)C(=O)C2=CN(c3ccccc3)C(c3ccc(OC)cc3)=CC2=C(Br)C1=O (stereo not drawn)
  -1.9	4.7
[56] Cc1ccccc1-c1cnc(C(O)c2c(C)cccc2C)[nH]1 (stereo not drawn)
  -12.1	0.6
[57] Cc1cccc2cc(CN(CCCO)C(=O)Nc3ccccc3Cl)c(=O)[nH]c12
  8.2	7.0
[58] COc1ccc(C2(CNC(=O)c3ccc(C)cc3)CCOCC2)cc1
  -2.2	-13.2
[59] Cn1nc(C(F)(F)F)c(-c2ccc(Br)cc2)c1NC(=O)c1cccnc1
  11.6	-3.9
[60] COc1cccc(OC)c1C(=O)Nc1ccccc1C(=O)N1CCCC1
  3.7	5.0

The line under a structure holds: H9c2 TAG inh	H9c2 TAG inh DAPI viability
[61] O=C(CSc1nnc(COc2ccc(Cl)cc2)o1)NC1CCCCC1
  -11.1	-1.1
[62] Cc1cc(C)n2nc(Sc3ncccc3[N+](=O)[O-])nc2n1
  -2.1	8.7
[63] O=C(CSc1nc2nn(-c3ccccc3)c(=O)c-2c2n1CCCCC2)Nc1ccc(OC(F)F)cc1
  5.0	-9.5
[64] C[C@@H](C(=O)N[C@@H](Cc1ccccc1)C(=O)O)n1nnc2ccccc2c1=O
  3.6	-1.2
[65] CCOC(=O)C(=Cc1ccccc1)C(=O)c1ccccc1
  13.1	-5.0
[66] CCC(Oc1ccccc1)C(=O)Nc1nnc(S(=O)(=O)Nc2ccccc2)s1 (stereo not drawn)
  -1.2	14.7
[67] CCCCC[C@@H]1C=C(C(=O)O)[C@H](c2ccc(C#N)cc2)N1S(=O)(=O)c1ccc(C)cc1
  5.5	-9.3
[68] CCCOc1ccc(C(=O)NNC(=S)NC(=O)c2ccccc2[N+](=O)[O-])cc1
  -1.9	-1.3
[69] O=C(CSc1nc(=O)n(CCCN2CCOCC2)c2c1CCCC2)Nc1cccc([N+](=O)[O-])c1
  2.1	-0.8
[70] Cc1ccc(C(=O)CSc2nc(-c3ccccc3)cc(=O)[nH]2)cc1
  3.3	-9.5
[71] Cc1onc(-c2c(F)cccc2Cl)c1-c1nnc(-c2ccc(C(F)(F)F)cc2)o1
  -8.7	3.0
[72] Cc1ccccc1S(=O)(=O)c1c(C)cc(-c2ccccc2)[nH]c1=O
  -2.0	3.9
[73] COc1cc(OC)c2c(-c3ccccc3)cc(=O)oc2c1C(CCN1CCOCC1)c1ccc(N(C)C)cc1 (stereo not drawn)
  10.0	13.9
[74] Clc1cccc(-c2nnc(-c3ccno3)o2)c1
  0.9	0.2
[75] CCCCN(C)CCNC(=O)Cn1ncc2c(=O)oc3ccc(C)cc3c21
  17.7	-20.7

Of the compounds above, these have a cyano group.
The line under a structure holds: H9c2 TAG inh	H9c2 TAG inh DAPI viability
[13] C=CCOC(=O)C1=C(C)OC(N)=C(C#N)C1c1ccco1 (stereo not drawn)
  -3.9	11.1
[36] COc1ccc(O)c(C(=O)c2cc(C#N)c(=O)n(CC3CCCO3)c2)c1 (stereo not drawn)
  -14.0	11.2
[67] CCCCC[C@@H]1C=C(C(=O)O)[C@H](c2ccc(C#N)cc2)N1S(=O)(=O)c1ccc(C)cc1
  5.5	-9.3

Further records:
The line under a structure holds: H9c2 TAG inh	H9c2 TAG inh DAPI viability
[76] Cc1ccccc1NC(=O)C(=O)NCCCN1CCCC1=O
  -11.9	2.0
[77] CCC(=O)n1nc(-c2ccco2)nc1N
  -7.3	0.8
[78] O=C(CNC(=O)C1CCCCC1)OCC(=O)c1ccc(Cl)s1
  -0.7	0.6
[79] O=C(CSCc1ccco1)c1cccs1
  15.3	3.2
[80] CCOC(=O)C(Cc1ccccc1)NC(C)=O (stereo not drawn)
  -1.1	10.9
[81] COc1cccc(Nc2ncc(C(=O)O)c3ccccc23)c1
  8.6	-12.9
[82] O=C(c1ccc(SCc2cccc(Br)c2)c([N+](=O)[O-])c1)N1CCN(c2ccccn2)CC1
  -1.0	-4.2
[83] O=C(CNC(=O)OCc1ccccc1)NCC(=O)Oc1ccc([N+](=O)[O-])cc1
  -0.1	-2.8
[84] CCCCCN1CC(O)=C(c2ccccc2)C1=N
  3.6	4.3
[85] O=C(Nc1ccccc1Oc1ccccc1)[C@@H]1O[C@H](CO)[C@H](O)[C@H](O)[C@H]1O
  6.8	-14.1
[86] CC(C)n1cc(NC(=O)c2cc(-c3ccccc3)on2)cn1
  50.3*	-11.9*
[87] Cc1ccc(S(=O)(=O)NCCSC(C)(C)C)cc1
  10.4	1.0
[88] CCOC(=O)CCNC(=O)N1CCCC(C(=O)c2cccc(Cl)c2)C1 (stereo not drawn)
  2.4	-7.3
[89] O=C(OCC(=O)N1CCOCC1)c1ccc(N2CCOCC2)c([N+](=O)[O-])c1
  13.6	-5.5
[90] Cc1cccc(NC(=S)N(Cc2ccc(Br)cc2)Cc2ccc(C(=O)O)cc2)c1
  -17.7	-6.0
[91] Cc1ccccc1/C=N/NC(=O)c1cccnc1
  3.1	-7.4
[92] CCCC(CCC(=O)Nc1ccc(C(=O)OC)cc1)C(=O)O (stereo not drawn)
  13.6	-7.0
